Shn3 inh set2 – reduction of Shn3 3'UTR firefly luciferase signal, primary screen, Schnurri-3 inhibitor project, cell-based, Clone20 osteoblasts, set 2. Clone20 osteoblast Shn3 3'UTR firefly luciferase, 24 h. inhibition, % at 12.5 µM. 0.52% of 360,000 active. AID 588674, 2011;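 active = mean inhibition of at least 75% with every replicate also reaching 75%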;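 note: 0% = median of neutral control wells and 100% = pilot-screen positive control compound; some compounds past the cut are filed as inactive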
Peg3 prom inh – Peg3 promoter-driven luciferase inhibitors, primary screen, cell-based, HeLa, luciferase luminescence. 1.7% of 360,000 active. AID 588405, 2011. HeLa PEG-Prom luciferase reporter, overnight. inhibition, % at 20 µM;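 active = inhibition of at least 50% at 20 µM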
HIF-2a inh – HIF-2a reporter inhibitors, primary screen, luminescence, 786-0 RCC cells. 786-0 RCC cells HIF-2a reporter, luciferase luminescence, overnight. inhibition, % at 18.8 µM. 0.72% of 360,000 active. AID 624352, 2012;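 active = inhibition of the luminescence signal of 40% or more relative to plate controls, in a single-dose primary screen at 18.75 µM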
TROY signal inh – inhibitors of TROY-driven NF-kB signaling, primary screen, Q293 LMP1-TROYcd cells, NF-kB luciferase, uHTS | Q293 LMP1-TROYcd NF-kB luciferase reporter, 4 h | inhibition, % at 10 µM | 0.98% of 360,000 active;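 active = compounds whose plate-normalised and pattern-corrected inhibition of the luciferase reporter signal at the single screening dose is 50% or more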
KKLEB cytotox – cytotoxicity in KKLEB CF airway cells, primary screen, cytotoxicity control for CF NF-kB inhibitor project, cell-based, uHTS, fluorescence assay plates | KKLEB CF airway cells viability, ATPlite luminescence, overnight; stronger effect = lower value; cells stimulated with P. aeruginosa culture filtrate | activity change (cytotoxicity), % at 5 µM | 0.36% of 360,000 active | AID 602141, 2011;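 active = corrected activity change at or below -50% at 5 µM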
CF NFkB block – inhibitors of PAF-induced NF-kB signaling, primary screen, cell-based, GFP fluorescence, uHTS. 0.86% of 360,000 active. AID 588850, 2011. KKLEB NF-kB-GFP reporter, GFP fluorescence overnight. inhibition, % at 5 µM;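 active = at least 50% inhibition at 5 µM, scaled per plate between neutral and stimulator controls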;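 note: PAF is a Pseudomonas aeruginosa culture filtrate used as stimulus; plate controls were PAF-stimulated DMSO wells for no effect and unstimulated DMSO wells for full effect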
NR2E3 ag-1 – NR2E3 agonists in two-hybrid cells, primary screen, cell-based, luminescence, CHO-S, Gal4-NCOR/VP16-NR2E3; luciferase; inhibition of corepressor binding, % at 3.98 µM; 0.35% of 360,000 active; AID 602229, 2012;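 active = inhibition above the mean of all tested compounds plus 3 SD, cut at about 70% in these data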;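 note: 0% = DMSO with NR2E3 transfected cells and 100% = cells lacking NR2E3 construct; higher means lower luciferase signal from less NR2E3 corepressor binding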
Target sequence (Q9Y5X4 whole entry, looked up, the tested form may be a part): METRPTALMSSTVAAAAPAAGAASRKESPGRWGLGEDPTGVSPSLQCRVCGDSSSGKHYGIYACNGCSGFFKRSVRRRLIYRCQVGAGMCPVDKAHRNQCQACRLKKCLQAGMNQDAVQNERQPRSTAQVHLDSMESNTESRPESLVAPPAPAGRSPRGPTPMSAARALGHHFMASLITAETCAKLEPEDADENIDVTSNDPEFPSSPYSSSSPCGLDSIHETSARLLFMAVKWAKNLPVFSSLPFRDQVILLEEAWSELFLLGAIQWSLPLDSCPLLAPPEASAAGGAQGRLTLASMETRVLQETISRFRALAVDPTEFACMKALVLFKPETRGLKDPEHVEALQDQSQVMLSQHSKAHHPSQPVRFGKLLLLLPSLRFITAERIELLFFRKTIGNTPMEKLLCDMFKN
NR2E3 ag-2 – inhibitors of NR2E3-RetCOR corepressor binding, primary screen, NR2E3 agonist project, biochemical, TR-FRET, GST-NR2E3, biotin-RetCOR. 0.12% of 320,000 active. 1536-well. Photoreceptor-specific nuclear receptor (Homo sapiens), Q9Y5X4. AID 2300, 2010. inhibition of corepressor binding, % at 4.78 µM;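 active = percent inhibition above the cutoff of mean plus 3 SD of all tested compounds, set per screening campaign, cut at about 20% in these data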;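 note: 0% = DMSO wells and 100% = biotin wells as full block of FRET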
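Format: 1536-well format; test system: GST-NR2E3 and biotin-RetCOR proteins; read-out basis: percent inhibition of TR-FRET ratio; timing: 5 h incubation at 4 °C; detection: time-resolved FRET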
TRAIL sens C8 – viability loss with TRAIL in NB7+C8 cells, primary screen, TRAIL sensitizer project, cell-based, ATPlite luminescence | inhibition (viability loss, TRAIL sensitization), % at 10 µM | 1% of 360,000 active;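 active = compounds causing at least 50% loss of cell viability in the single-dose screen, relative to plate controls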
TWEAK-Fn14 inh – inhibitors of TWEAK-Fn14 signaling, primary screen, luciferase reporter cells, uHTS | 2% of 360,000 active | AID 1159606, 2016 | TWEAK-stimulated Fn14 reporter cells, luciferase luminescence, 8 h | inhibition, % at 10 µM; in the data active = inhibition above about 50%
TRPM1 prom inh – inhibitors of MITF-dependent TRPM1 promoter reporter, primary screen, cell-based, SK-MEL-5, single point, luciferase; 0.83% of 330,000 active; SK-MEL-5 TRPM1 promoter luciferase, 24 h; inhibition, % at 12.5 µM;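 active = mean inhibition across replicates of 60% or more, whatever share of single replicates reaches that level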; note: values of inactives mirror those of a sister screen read the other way
The depositor's hits bear a star; · = no result given. These rows are one share of the data; rates above refer to the full screens.

SMILES	Shn3 inh set2	Peg3 prom inh	HIF-2a inh	TROY signal inh	KKLEB cytotox	CF NFkB block	NR2E3 ag-1	NR2E3 ag-2	TRAIL sens C8	TWEAK-Fn14 inh	TRPM1 prom inh
CCc1ccc(OCc2nnc(SCC(=O)NC3CCCCC3)o2)cc1	-18	-117	-177	-59	11	-28	-92	-1	4	-37	·
Cc1cccc(C(=O)Nc2ccc3c(c2)C(=O)NC3=O)c1	16	-15	-45	-57	-2	5	-29	0	-13	-44	-26
N#CCOC(=O)c1c2c(nc3ccccc13)CCC2	-8	-3	5	5	7	-9	-12	-2	-5	-1	1
COc1ccc2[nH]c(C(=O)O)c(CCNC(=O)/C=C/c3ccc(O)c(OC)c3)c2c1	-15	0	14	0	1	1	-19	-1	-11	4	-3
NC1=NC[C@@H](Cc2ccc(O)cc2)N1CCc1cccc2ccccc12	6	-13	-5	-32	10	-12	14	0	7	12	8
CCCCOc1ccc(Cc2n[nH]c(=S)n2N)cc1	-18	-5	3	-8	9	-7	-24	1	11	2	-7
CCC1=Nc2cc(C(=O)O)ccc2Sc2ccc(Cl)cc21	-9	11	15	-7	-3	-11	-45	0	-2	16	6
CCOC(=O)c1cc2c(ccn2C)n1CC(=O)N1CCN(c2ccccc2)CC1	-4	-8	5	-9	-2	8	18	0	1	-8	10
CCCCN1C(=O)CC(Sc2ncccc2C(=O)O)C1=O (stereo unspecified)	11	3	15	-11	-18	10	-5	0	5	1	8
CC(C)OC(=O)c1c(F)c(F)c(N2CCOCC2)c(F)c1F	-12	-3	-27	-10	0	1	-13	2	5	-24	-23
CN(C)NC(=S)NC1(C)CCS(=O)(=O)C1 (stereo unspecified)	-15	4	7	12	-4	8	-24	11	0	9	-7
C=CCOc1ccc(CNc2ccc(NC(=O)CCC)cc2)cc1OCC	-12	10	20	-2	-7	-5	-11	-6	-1	-11	3
COc1cccc(C(=O)NCCS(=O)(=O)N2CCN(C(=O)c3ccco3)CC2)c1	-3	12	10	20	0	10	20	1	0	-14	-7
COc1ccccc1-n1cnc2cc(C(=O)NCC3CCCO3)ccc21 (stereo unspecified)	-5	9	-12	11	-4	-7	-14	3	-5	-7	2
O=C(Cc1ccc(Cl)cc1)Nc1cccc(-c2nnc(-c3ccco3)o2)c1	25	-3	-21	17	-2	22	-32	1	8	-2	0
c1ccc(CN=C2NN=C(c3cc4ccccc4o3)CS2)cc1	-3	-106	-75	-29	7	1	12	-2	-10	-7	6
COc1ccc(OC)c(C(=O)Nc2c(O)ccc3ccccc23)c1	-30	-28	-39	6	-4	-5	-7	-1	-23	9	5
c1ccc(N2CCN(c3nnc(Cc4cccnc4)c4ccccc34)CC2)nc1	-11	30	17	11	4	11	6	5	-1	14	-1
CC1=C(C)C(OCCCl)N(c2cc(O)c(Cl)cc2F)C1=O (stereo unspecified)	27	2	10	-7	0	16	2	4	-1	-15	-8
CN(C(=O)CSc1nc2ccc(Br)cc2c(=O)n1Cc1ccco1)C1CCS(=O)(=O)C1 (stereo unspecified)	21	4	7	-5	-12	8	16	1	3	-4	0
CN1CCN(C(=O)c2cc(COc3ccccc3)on2)[C@@H](c2ccccc2)C1	-103	-274	-238	-42	4	-22	-97	4	10	-28	-86
CCOC(=O)C1=C(COC(=O)CNC(=O)c2cccc(C)c2)NC(=O)NC1C (stereo unspecified)	-19	-1	13	-16	10	-3	4	-2	-26	-1	-1
CC1SCC(=O)N(CC(=O)Nc2ccc3c(c2)OCO3)C1=O (stereo unspecified)	-1	5	5	3	2	15	-8	6	-3	-3	-13
CCCCc1ccc(NC(=S)Nc2cccnc2)cc1	4	-99	-50	-9	-8	-3	-27	-3	0	10	0
Cc1ccc(NC(=O)OCc2cn(-c3ccc(Cl)cc3)nn2)cc1	9	7	17	3	-16	6	1	-2	2	1	-5

(continued)
SMILES	Shn3 inh set2	Peg3 prom inh	HIF-2a inh	TROY signal inh	KKLEB cytotox	CF NFkB block	NR2E3 ag-1	NR2E3 ag-2	TRAIL sens C8	TWEAK-Fn14 inh	TRPM1 prom inh
O=C(CSc1ncnc2ccccc12)Nc1ccc2c(c1)OCO2	0	-42	-39	-14	10	0	-14	4	2	65*	-28
CNc1nc(Cl)c(SC)c(NCc2ccc(F)cc2)n1	-10	23	15	4	-12	25	-36	0	-40	9	-4
CCCCn1c2nc3ccccc3nc2c2c(=O)n(CC(C)C)cnc21	2	8	8	-4	-3	-22	-23	·	-14	7	-7
CCOc1ccc(C(=O)N2CCc3cc(OC)c(OC)cc3C2)cc1OCC	-4	-3	23	16	-3	-2	-33	1	9	5	14
O=C(NC(c1ccc(Cl)cc1)c1cnccn1)C1CCN(CCOc2ccc(F)cc2)CC1 (stereo unspecified)	-3	-3	10	7	-6	16	-8	·	-8	-5	·
CCNc1nc(CC)nc2c1oc1ccccc12	22	-5	-12	6	-7	-3	8	5	8	17	-6
COc1ccc(-c2csc(NC(=O)C3CCN(c4ncnc5sc(C)c(C)c45)CC3)n2)cc1OC	96*	49	-11	70*	-3	38	78*	-3	69*	102*	86*
O=c1[nH]c(=O)n(Cc2ccco2)c2c1C(C(F)(F)F)(C(F)(F)F)N=C(CCc1ccccc1)N2	28	55*	29	14	-39	7	-7	-4	9	15	6
CCc1ccc2c(CN3CCN(Cc4ccccc4)CC3)cc(=O)oc2c1	23	9	3	16	-6	4	-12	4	6	11	20
O=CN(Cc1nc2ccccc2[nH]1)c1ccc(C(=O)O)cc1	-10	6	3	18	-11	15	-34	·	-3	10	-10
Cc1ccc(S(=O)(=O)NC(=O)Nc2ccccc2)cc1	6	8	10	-3	16	-2	5	7	-3	7	0
COc1ccc(OCc2ccc(/C=N\NC(=O)c3sccc3C)o2)cc1	-75	-114	-84	-26	2	-77	-119	·	34	-19	-24
O=C(O)C1=C[C@H](c2csc3ccccc23)C[C@H](OCCCCO)O1	-1	-3	8	5	-1	0	-25	2	-7	13	8
Cc1onc(-c2c(F)cccc2Cl)c1C(=O)OCC(=O)N(C)c1ccccc1	15	2	3	8	24	-37	18	·	-8	2	·
Cc1ccc(N2CC(C(=O)Nc3ccc(S(=O)(=O)Nc4nccs4)cc3)CC2=O)cc1 (stereo unspecified)	-6	-2	10	0	4	-5	-5	0	-9	-7	2
CC(C)n1cnc2c(NCc3ccc(S(N)(=O)=O)cc3)nc(NCc3ccc(S(N)(=O)=O)cc3)nc21	-3	-11	4	-8	-3	-12	-2	1	13	-12	8
Cc1nnc(C)n1/N=C/c1cccn1C	1	-3	14	-6	-6	13	-27	-1	-9	-12	0
COc1ccc(C(=O)Nc2ccc(C)cn2)cc1S(=O)(=O)N1CCCc2ccccc21	16	-1	-6	-10	-5	16	25	0	2	31	1
Clc1ccccc1/C=C/C=N/Nc1nc(N2CCOCC2)nc(N2CCOCC2)n1	7	14	10	6	-8	-3	19	2	-1	-5	6
O=C(NCCCN1CCOCC1)C(=O)N/N=C/c1ccccc1	4	2	-2	-8	14	-7	-13	5	0	8	13
Nc1nonc1C(=O)N/N=C\c1cc2c(cc1Cl)OCO2	-21	-16	-42	-25	-4	10	-7	·	10	-11	4
CCN(CC)C(=O)CSc1ncnc2sc(-c3ccccc3)cc12	-27	-307	-258	27	-8	2	-102	5	8	-1	-23
C=CCn1c(SCC(=O)Nc2ccccc2)nc2scc(-c3cccs3)c2c1=O	8	31	17	20	7	1	1	-8	7	16	12
CC(=O)Nc1ccc(S(=O)(=O)NCC(=O)OCC(=O)N2CC(C)OC(C)C2)cc1 (stereo unspecified)	-10	0	2	22	-7	-18	6	·	1	-3	-1
COc1ccc(C(=O)NCc2ccc3c(c2)OCO3)c(OC)c1	-14	-14	-13	9	11	-18	-21	1	-1	23	15

Fetched one by one from above:
SMILES	Shn3 inh set2	Peg3 prom inh	HIF-2a inh	TROY signal inh	KKLEB cytotox	CF NFkB block	NR2E3 ag-1	NR2E3 ag-2	TRAIL sens C8	TWEAK-Fn14 inh	TRPM1 prom inh
COc1ccc(C(=O)NCc2ccc3c(c2)OCO3)c(OC)c1	-14	-14	-13	9	11	-18	-21	1	-1	23	15
Cc1onc(-c2c(F)cccc2Cl)c1C(=O)OCC(=O)N(C)c1ccccc1	15	2	3	8	24	-37	18	·	-8	2	·
CCc1ccc2c(CN3CCN(Cc4ccccc4)CC3)cc(=O)oc2c1	23	9	3	16	-6	4	-12	4	6	11	20

Continued:
SMILES	Shn3 inh set2	Peg3 prom inh	HIF-2a inh	TROY signal inh	KKLEB cytotox	CF NFkB block	NR2E3 ag-1	NR2E3 ag-2	TRAIL sens C8	TWEAK-Fn14 inh	TRPM1 prom inh
O=Cc1c(Cl)nc2ccccn2c1=O	-6	46	14	0	10	7	-28	-2	-23	15	17
CC(NC(=O)Cc1ccc(S(=O)(=O)N2CCCCC2)cc1)c1ccccc1 (stereo unspecified)	12	13	-6	2	-21	15	20	3	-16	1	6
O=C(c1ccc(F)cc1)c1ccc(CN2C(=O)c3ccccc3C2=O)o1	10	2	19	-8	11	-19	-1	1	2	2	-23
COc1cccc(CN2CCN(C(=O)c3ccco3)CC2)c1OC	10	-27	-34	3	-4	-5	3	3	-6	-14	-16
c1ccc(OCc2nn3c(Cn4nnc5ccccc54)nnc3s2)cc1	-2	1	-19	-12	6	-2	-5	-1	-5	-1	-3
Cc1ccc(NC(=O)C2CCN(C(=O)c3ccc(Cl)cc3)CC2)nc1	2	25	-11	1	7	-8	5	0	4	2	6
Cc1oc(-c2ccccc2)cc1C(=O)Nc1cccc(C(=O)O)c1	-17	-20	-17	-54	6	-17	-28	1	-13	9	-2
CC(/C=N\N1CCN(Cc2ccc(C)cc2)CC1)=C\c1ccccc1	-2	5	4	-1	-6	1	-9	0	12	-1	4
CC(=O)Nc1ccc(S(=O)(=O)N2CCN(C34CC5CC(CC(C5)C3)C4)CC2)cc1	16	13	21	4	9	6	-18	2	1	8	3
COC(=O)c1c(-c2cccc3ccccc23)csc1NC(=O)Cc1ccc(OC)c(OC)c1	87*	34	15	40	-5	26	24	2	18	75*	17
N#Cc1cc2c(nc1SCC(=O)Nc1sc3c(c1C#N)CCC3)CCC2	-62	-191	-106	-24	-6	2	-30	-3	6	-27	-48
Cc1ccc(C)c(/C=C/C(=O)c2ccccc(=O)c2O)c1	66	17	72*	5	-11	-17	-36	1	19	32	30
CCCCn1c(N)c(N(CCOC)C(=O)CSc2nnc(-c3ccc(C(C)(C)C)cc3)n2N)c(=O)[nH]c1=O	7	-2	-20	-2	-3	15	23	3	3	6	-3
OC[C@@H](O)[C@@H](O[C@@H]1O[C@H](CO)[C@H](O)[C@H](O)[C@H]1O)[C@H](O)[C@@H](O)CO	12	9	-4	-7	6	-10	-11	2	8	-6	-8
OCCN1CCN(C(=S)NCCc2ccccc2)CC1	-9	-47	-41	-23	-5	-2	-5	4	12	12	-21

Bioassay records: PubChem, several laboratories
